Cneo AK release: Cryptococcus neoformans lysis via adenylate kinase release; AID 651654; C. neoformans lysis, adenylate kinase release luminescence, 4 h; normalised: neutral wells 0, clomiphene wells 100; lysis activity, % at 15 µM; actives 0.2% (n = 360,000);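 active means mean lysis activity across replicates of at least 80%, whatever share of replicates individually reach that level; inactive means mean lysis activity below 80%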
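Signal: Adenylate kinase release luminescence | Assay system: Log-phase Cryptococcus neoformans yeast cells | Input: Cells at 5 × 10^6 per mL | Buffer or medium: Fresh YPD growth medium | Compound: Single dose | Schedule: Static 4 h at 37 °C with compound, 1 h detection | Controls: Clomiphene | Read-out: Luminescence rise reflecting yeast cell lysis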
LGR2 inh: blocks bursicon-induced cAMP signaling via Drosophila LGR2 | HEK293 LGR2, CRE-luciferase, bursicon-stimulated, 4 h | inhibition, % at 9.99 µM | actives 0.35% (n = 380,000) | AID 720647;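 active means drop in luminescence signal, shown as inhibition above about 50% in the replicate tests, limit read from the data, passing the limit was not always enough; inconclusive means probably only some replicates passing the limit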;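 further: agonist challenge used bursicon conditioned medium at about half maximal strength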
S100A4 MyoIIA: inhibitors of human S100A4 binding to myosin IIA peptide; P26447; S100A4/TAMRA-MyoIIA peptide fluorescence polarization; inhibition, % at 10.7 µM; actives 0.14% (n = 360,000); AID 652163;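 active means mean inhibition of at least 70% across replicates, with every replicate also reaching that level; inconclusive means mean inhibition reaches 70% but some replicates fall short; inactive means mean inhibition below 70%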
Target sequence (P26447 whole entry, looked up): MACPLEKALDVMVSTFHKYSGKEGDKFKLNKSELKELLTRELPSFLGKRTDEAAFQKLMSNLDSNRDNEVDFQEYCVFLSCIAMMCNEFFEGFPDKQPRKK
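Test system: S100A4 monomer protein; Medium: HEPES pH 7.2 with CaCl2, KCl, NaCl, DTT, Triton; Probe or stimulus: TAMRA-labelled myosin IIA heavy-chain peptide probe, 5 nM; Doses: one dose per compound; Times: polarization read 5 min after assay mix addition, stable 5–60 min; Benchmarks: neutral control DMSO, positive control TFP.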
ERAP1 inh: ERAP1 (human) enzyme inhibition. inhibition, % at 10.7 µM. Q9NZ08. actives 0.15% (n = 340,000). recombinant ERAP1, Leu-AMC fluorescence, 60 min;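 active means mean replicate inhibition of at least 30%, or all replicates individually reaching that 30% level; inactive means mean below 30% and not every replicate reaching it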;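 further: 0% = neutral control wells and 100% = L-leucinethiol positive control wells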
PGC1a acetyl inh: PGC1a acetylation modulation, inhibitor mode; U2OS PGC1a acetylation, AlphaScreen anti-acetyl-lysine; with virally co-expressed GCN5 acetyltransferase; inhibition, % at 15.6 µM; actives 0.17% (n = 350,000);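 active means every replicate shows inhibition of at least 40%; inconclusive means mean inhibition at least 40% but some replicate below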;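 further: 0% = neutral control wells and 100% = positive control wells; some results beyond the cut were filed as inactive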
Xi reactivation: reactivates the inactive X chromosome in mouse fibroblasts; activation, % at 7.58 µM; actives 0.055% (n = 360,000); XiGFP mouse fibroblasts, % GFP-positive cells imaging, 3 d; cells co-treated with 5-aza-dC sensitizer; scaled so ellipticine positive control = 100%;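 active means mean normalized replicate activation at least 10% and every replicate at or above 10%; inconclusive means only one of the two criteria met; inactive means mean below 10% and not all replicates reach 10%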;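 further: 0% = median of on-plate neutral control wells and 100% = ellipticine 6 µM median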
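System: XiGFP fibroblasts, SV40-immortalized. Medium: DMEM plus 5-aza-dC sensitizer. Doses: single point. Timing: 3 d treatment, 15 min room-temperature fixation. Control set: ellipticine 6 µM.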
SIRT5 block: inhibitors of human sirtuin-5 desuccinylase; Q9NXA8; inhibition, % at 15 µM; actives 1.1% (n = 330,000); Purified SirT5, succinyl-peptide AMC, trypsin-coupled fluorescence; in the data active means inhibition above about 15%; inconclusive means no clear call, values can overlap the other calls
Target sequence (Q9NXA8 whole entry, looked up): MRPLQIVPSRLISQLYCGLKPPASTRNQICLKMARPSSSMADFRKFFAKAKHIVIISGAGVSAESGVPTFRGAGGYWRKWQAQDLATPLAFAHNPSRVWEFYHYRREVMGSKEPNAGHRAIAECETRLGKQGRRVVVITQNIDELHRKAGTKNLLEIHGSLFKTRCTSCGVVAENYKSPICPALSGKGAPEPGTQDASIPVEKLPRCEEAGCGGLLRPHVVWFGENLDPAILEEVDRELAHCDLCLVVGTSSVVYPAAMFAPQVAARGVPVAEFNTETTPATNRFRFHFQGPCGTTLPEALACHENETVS
Statin myotox sup: suppression of simvastatin myotoxicity. rescue of ATP level, % at 7.49 µM. C2C12 myotubes + simvastatin, ATP luminescence, 48 h; scaled: DMSO 0, geranylgeraniol control 100. actives 0.78% (n = 330,000);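 active means mean ATP rescue above about 67%, or every replicate alone reaching that limit, limit read from the data, passing the limit was not always enough; inconclusive means no clear call, values can overlap the other calls; inactive means mean under the limit and some replicate under it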;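 further: myotubes were challenged with 10 µM simvastatin during compound exposure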
Numbers without * were called inactive; ? = inconclusive; . = not tested or not shown. The list is partial (hit frequency here may not be typical).

Compound,Cneo AK release,SIRT5 block,ERAP1 inh,S100A4 MyoIIA,Statin myotox sup,Xi reactivation,PGC1a acetyl inh,LGR2 inh
COc1cc(COCC(O)CN2CCN(CCN3C(=O)c4cccc5cccc(c45)C3=O)CC2)cc(OC)c1OC (configuration not stated),.,0,-5,4,.,1.1,.,-8
CC1=C(C)CC(C(=O)NNC(=O)c2csc(C)c2C)C(C(=O)O)C1 (configuration not stated),.,5,-2,2,.,0.1,.,0
CN(C)C(=O)C[C@H]1C[C@@H]2c3cc(NS(=O)(=O)c4ccccc4)ccc3O[C@@H]2[C@H](CO)O1,-14,-4,0,-1,-2,0.1,-4,-37
O=C(NCc1cccc(Cl)c1)C1CCN(S(=O)(=O)c2ccc(F)cc2)CC1,-4,-4,-1,-3,10,0.0,0,-6
CC(=O)Nc1cc(-c2ccc(C(=O)N3CCOCC3)cc2)cn2c(-c3ccc(F)cc3)cnc12,1,.,0,-3,1,0.0,1,13
CCn1nc(C)c(CNC(=O)CC2C(=O)NCCN2Cc2ccc(C)o2)c1C (configuration not stated),.,0,-2,3,.,0.3,.,13
COc1ccc(OCCC(=O)OCC(=O)NCCc2ccccc2)cc1,.,6,5,3,.,0.1,.,1
Cc1cc2c(C)cc(=O)[nH]c2cc1NC(=O)CCl,.,-4,-3,-5,-10,-0.1,.,-9
CN(C)S(=O)(=O)c1cccc(COC(=O)c2cnccn2)c1,0,-4,-1,3,6,0.2,.,-11
Cc1noc(C)c1NC(=O)Nc1ccc2c(c1)C(=O)N([C@H](C)CO)C[C@@H](C)[C@@H](CN(C)C(=O)NC(C)C)OCCCC[C@@H](C)O2,5,-1,-3,12,.,-0.1,1,-7
Nc1ccc(S(N)(=O)=O)cc1,-1,-3,1,1,-2,-0.1,0,0
Nc1ncc(S(=O)(=O)c2ccc([N+](=O)[O-])cc2)s1,-12,.,1,-2,2,-0.1,-9,0

Compound,Cneo AK release,SIRT5 block,ERAP1 inh,S100A4 MyoIIA,Statin myotox sup,Xi reactivation,PGC1a acetyl inh,LGR2 inh
COc1cc(S(=O)(=O)N2CCC(O)(c3cccc(C(F)(F)F)c3)CC2)ccc1-n1cnnn1,-2,.,.,.,-1,.,12,-5
Cc1ccc(/C=N/NC(=O)c2ccc(NC(=O)c3ccccc3Cl)cc2)o1,0,-3,2,-2,3,-0.1,.,3
OC(c1cccnc1)c1nc(-c2ccc3c(c2)OCO3)cs1 (configuration not stated),-1,.,2,-1,-14,0.1,1,-24
C[C@H]1CN([C@@H](C)CO)C(=O)c2cc(NC(=O)Cc3cn(C)c4ccccc34)ccc2O[C@H]1CN(C)CC1CCCCC1,-1,1,-4,-3,15,0.3,7,6
O=C(COC(=O)[C@@H]1CCCN1C(=O)c1cccs1)Nc1ccc(Br)cc1,-1,-4,1,4,5,-0.2,8,-9
Cc1ccc(NC(=O)CSc2nc(C)c(Cc3ccccc3)c(=O)[nH]2)cc1C,.,1,-1,-1,.,0.2,-6,0
O=c1[nH]c(C2CCN(S(=O)(=O)c3ccc(C(F)(F)F)cc3)CC2)nc2c1nnn2Cc1cccc(F)c1,1,3,1,0,49,0.0,.,-13
O=C(NCC(=O)N1CCN(C(c2ccccc2)c2ccccc2)CC1)c1ccc(Br)o1,3,0,-3,-4,10,0.0,.,9
CC(C)(C)OC(=O)N/N=C\c1ccc[nH]1,.,0,-3,-1,.,0.0,-11,-18
CC(=O)N(C)C[C@@H]1Oc2ncc(C3=CCCC3)cc2C(=O)N([C@H](C)CO)C[C@H]1C,-1,0,3,-9,-2,0.3,10,14
O=C(NCCc1ccccc1F)C1CC(=O)N(c2ccccc2)C1 (configuration not stated),2,-2,0,2,-1,-0.1,.,8
Nc1c(C(=O)Nc2ccc(F)cc2)nnn1-c1cccc(C(F)(F)F)c1,2,-3,0,-2,-4,0.0,-5,-8

Compound,Cneo AK release,SIRT5 block,ERAP1 inh,S100A4 MyoIIA,Statin myotox sup,Xi reactivation,PGC1a acetyl inh,LGR2 inh
O=C(Nc1c(F)cc(F)cc1Br)c1cccnc1,.,2,-4,0,9,.,1,8
O=C(NNC(=S)NC(=O)c1ccc(Br)cc1)c1cccc([N+](=O)[O-])c1,5,3,2,1,9,0.0,6,-4
CC(=O)N1CC[C@@H]2[C@@H](CO)Nc3ccc(C#Cc4ccccc4F)cc3[C@@H]21,11,5,2,-20,-16,0.1,12,13
COCC(=O)Nc1ccc2c(c1)OC[C@H](C)N(C(=O)C1CCCC1)C[C@H](C)[C@H](OC)CN(C)C2=O,-2,.,.,.,-17,0.5,-6,-9
CC(C)(Oc1ccc(F)cc1)C(=O)OCC(=O)c1ccc(S(C)(=O)=O)cc1,1,3,-1,-2,9,0.0,4,-1
CO[C@H]1CN(C)C(=O)c2cc(NC(=O)CC(F)(F)F)ccc2OC[C@H](C)N(C(=O)c2ccccc2F)C[C@H]1C,.,.,-1,-10,.,-0.1,5,-6
CCOC(=O)/C(C#N)=C/c1cn(CCC(=O)O)nc1-c1ccccc1,2,.,.,.,-6,0.3,4,4
Nc1ccc(C(=O)N2CCN(S(=O)(=O)/C=C/c3ccccc3)CC2)cc1[N+](=O)[O-],-2,1,-2,-1,-10,0.0,.,-2
COc1ccc(N2C(=O)C3CCCN3C2c2cccc(OC)c2OC)cc1 (configuration not stated),-4,.,-2,-1,-1,0.2,.,-3
CCN(CC)S(=O)(=O)c1ccc(OC)c(N)c1,2,-2,2,0,0,0.0,6,6
COCC(=O)N(C)C[C@@H]1Oc2cc(C#Cc3cccnc3)ccc2S(=O)(=O)N([C@@H](C)CO)C[C@@H]1C,4,-4,1,2,11,0.0,2,7
C/C(=N\NC(=O)c1ccc(Cn2cc(Br)cn2)o1)c1cccc(NC(=O)C(C)(C)C)c1,0,.,.,.,6,-0.1,-1,8

Compound,Cneo AK release,SIRT5 block,ERAP1 inh,S100A4 MyoIIA,Statin myotox sup,Xi reactivation,PGC1a acetyl inh,LGR2 inh
Cc1ccnc(NC(=O)c2cccc(NC(=O)Cc3ccccc3)c2)c1,.,6,0,-6,4,0.0,-19,-4
Cn1cccc1CC(=O)NNC(=S)NC(=O)c1ccccc1Br,3,7,-3,-6,1,0.0,13,8
CC(C)CN(C(=O)COC(=O)CCCc1c[nH]c2ccccc12)c1c(N)n(Cc2ccccc2)c(=O)[nH]c1=O,0,-1,1,-2,0,0.0,-3,11
Cc1ccc(Oc2ccc(OCC(=O)NC(C)C(=O)O)cc2)cc1 (configuration not stated),-2,0,0,-3,19,.,-7,9
Cn1c(Cn2c(=O)sc3ccccc32)nnc1SCc1ccc(F)cc1,-2,-5,-5,3,-4,0.2,1,-22
C=CCNc1cccc(Br)c1,0,.,-1,1,.,-0.3,2,18
O=C(C[C@H]1C[C@@H]2c3cc(NS(=O)(=O)c4ccc(F)cc4)ccc3O[C@@H]2[C@@H](CO)O1)NC1CCCC1,5,-5,-1,-1,-1,-0.1,1,18
Cc1ccc(C(=O)CN(C(=O)c2ccc(Cl)cc2)N2C(=O)CCC2=O)cc1,-1,.,0,-5,7,0.4,.,3
Cc1ccc(CNS(=O)(=O)c2ccc3c(c2)n(C)c(=O)c(=O)n3C)cc1,0,1,2,0,12,0.0,-6,-33
O=C(C1CCN(S(=O)(=O)c2c(Cl)cccc2Cl)CC1)N1CCCCCCC1,.,2,0,-3,.,2.4,8,-17
COc1ccc(-c2cn3ccc4ccccc4c3n2)cc1,-9,.,.,.,-56,.,3,10
CCOc1ccc(S(=O)(=O)N(CC(=O)NC2CCCCC2C)Cc2ccco2)cc1 (configuration not stated),0,1,-2,-2,.,-0.1,.,-11

Compound,Cneo AK release,SIRT5 block,ERAP1 inh,S100A4 MyoIIA,Statin myotox sup,Xi reactivation,PGC1a acetyl inh,LGR2 inh
COc1ccc(C(=O)OCC(=O)Nc2c(C)n(C)n(-c3ccccc3)c2=O)cc1,-1,-2,0,1,-3,-0.1,-4,-2
CN(C)/C=C1\N=C(c2cccnc2Oc2ccc(Cl)cc2)OC1=O,-1,0,0,8,115*,0.0,-12,.
CC(=O)N(C)C[C@H]1Oc2ncc(C#C[C@@H](C)O)cc2C(=O)N([C@H](C)CO)C[C@@H]1C,2,3,-5,8,4,-0.7,-5,7
C[C@@H]1CCCCO[C@H](CN(C)C)[C@@H](C)CN([C@H](C)CO)C(=O)c2cc(NC(=O)Nc3ccc(C(F)(F)F)cc3)ccc2O1,33,9,3,-1,-2,0.1,-1,11
COC(=O)c1c(NC(=O)CCCC(=O)O)sc2c1CCC2,6,-4,2,-8,26,.,-3,4
Cc1cc(C)nc(OC(C(=O)O)C(OCCc2ccccc2)(c2ccccc2)c2ccccc2)n1 (configuration not stated),2,0,3,-8,-4,0.0,0,-16
CN1OC[C@@H]2CN3C(=Nc4cc(C(F)(F)F)cc(C(F)(F)F)c4)Sc4ccccc4[C@@H]3C[C@@H]21,.,-2,-1,-19,.,0.1,.,-5
O=S(=O)(NCc1cccnc1)c1cccn1-c1ncc(C(F)(F)F)cc1Cl,.,-4,-1,-3,.,0.1,.,1
CC(=O)Nc1nc2ccc(C(=O)NCCOC(=O)C3CCCCC3)cc2s1,-1,-2,3,0,.,0.0,.,2
Cc1onc(-c2ccccc2)c1CNS(=O)(=O)c1cccc(Br)c1,.,-1,.,12,.,0.2,.,2
Clc1ccc(/C=C/c2nc(Cl)c(-c3ccc(Cl)cc3)c(Cl)n2)cc1,5,-2,-1,1,1,0.1,.,0
COc1ccc(CNS(=O)(=O)NCc2ccc(OC)c(OC)c2)cc1OC,.,-2,0,-2,.,0.2,.,-2

Compound,Cneo AK release,SIRT5 block,ERAP1 inh,S100A4 MyoIIA,Statin myotox sup,Xi reactivation,PGC1a acetyl inh,LGR2 inh
CO[C@@H]1CN(C)C(=O)c2ccc(NC(=O)c3cccc(F)c3)cc2OC[C@H](C)N(C(C)=O)C[C@H]1C,-4,1,0,20,8,-0.1,0,-20
Cc1ccc2nc(-c3ccc4c(c3)OCCO4)cn2c1,-22,-20,1,-3,.,0.1,0,91*
C[C@H]1CN([C@@H](C)CO)C(=O)c2cccc(NS(=O)(=O)c3ccccc3)c2O[C@@H]1CN(C)Cc1ccncc1,-3,-28,0,8,-7,-0.7,1,-16
CC(=O)Nc1ccccc1C(=O)C(=O)Nc1cccc(C(=O)N2CC(C)CC(C)C2)c1 (configuration not stated),.,1,3,-4,.,0.2,.,12
CC(=O)Oc1ccc(C(=O)Nn2cnnc2)cc1,2,.,.,.,13,.,11,11
Cc1cc(C(F)(F)F)nn1Cc1ccc(C(=O)NCc2ccco2)o1,0,.,.,.,34,.,7,21
CCOc1ccccc1-c1cc(C(=O)Nc2ccc(C(=O)O)cc2)c2ccccc2n1,1,-1,2,2,-4,0.0,.,1
COc1ccc(S(=O)(=O)Nc2ccc(C)cn2)cc1,0,-6,0,6,14,0.0,5,3
O=C(N[C@@H]1CC[C@H](CCNC(=O)C2CCOCC2)O[C@@H]1CO)c1ccccn1,6,5,-2,3,-2,0.0,-1,9
Cc1ccc(-n2ncc3c(N4CCN(c5ccccc5)CC4)ncnc32)c(C)c1,.,-1,2,0,27,.,-5,?
